Bioassay records deposited in PubChem by National Center for Advancing Translational Sciences (NCATS).
A549 tox = kills or reduces viability of A549 cells in Nrf2 counter-screen | A549 ARE-Fluc cells, CellTiter-Fluor viability, 18-24 h | Potency, µM (top dose mostly 46 µM), for inactives: top-dose activity change, negative = cytotoxicity, hits mostly inhibitors | actives 0.16% (n = 390,000); note: potency is the fitted concentration of half-maximal effect; % is set by controls: 0 for no effect and ±100 for the full control effect
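A549 ARE_Fluc cells in 5% FBS OPTI-MEM were exposed to compounds in concentration-response for 18-24 h at 37 deg C. Viability was read by CellTiter-Fluor fluorescence (Ex 405/Em 525) after 30 min, before the luciferase read.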
Nrf2 activator = Nrf2 pathway activation | AREc32 ARE-luciferase reporter (MCF7-derived line), luminescence, 24 h | Potency, µM (titrated, usually from 46.1 µM), for the others: at the top dose activation, actives largely listed as activators | actives 0.31% (n = 410,000) | AID 624171; note: potency is the fitted concentration of half-maximal effect; % of control where 0% means no effect; nearly all actives have a fitted effect of over 65% in size
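Luminescent ARE reporter assay in AREc32_Fluc cells: overnight plating at 37 deg C, 24 hr compound incubation, Steady-Glo added, 30 min RT before reading.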
ATXN viability = cell viability loss in ATXN counter-screen; S2 cells (HEK-293 line with an ATXN2-luciferase reporter) viability, CellTiter-Fluor protease fluorescence, 24 h; Potency, µM (top dose mostly 56.7 µM), hits mostly cytotoxic; actives 0.49% (n = 400,000); note: potency is the fitted concentration of half-maximal effect; nearly all actives have a fitted effect of over 40% in size
pAkt inh = inhibitors of Akt phosphorylation; Neuro2A IGF-stimulated pAkt S473 HTRF, 20 min; stronger effect = lower value; activity change, % for hits at 50 µM; actives 0.32% (n = 360,000); AID 651550; in the data active = activity change below about -80%; inconclusive = mostly about -51% to -80%; note: % is set by controls: 0 for no effect and ±100 for the full control effect
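Neuro2A cells in DMEM with 0.5% FBS, overnight at 37 deg C, given compound at single 50 µM final, then IGF (6 nM final) for 20 min at 37 deg C. Lysed; phospho-Akt Ser473 by HTRF after 24 h, 665/615 ratio.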
TGFb inhibitor = inhibitors of TGF-b signaling. Potency, µM (series often up to 46.1 µM), for inactives: at the highest dose activity, negative = inhibition, actives largely listed as inhibitors. actives 1.2% (n = 410,000). HepG2 CAGA-GFP TGF-b/SMAD3 reporter, GFP fluorescence, 18 h; TGF-beta stimulated, 500 pg/mL final. AID 588855; note: potency is the fitted concentration of half-maximal effect; % is set by controls: 0 for no effect and ±100 for the full control effect; nearly all actives have a fitted effect of over 65% in size
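GFP signal (ex488/em500-530) from TGF-beta-stimulated HEPG2 CAGA-GFP cells, 500 pg/mL final, 18 h at 37 degrees C in DMEM plus 1% FBS, normalized to unstimulated and DMSO-stimulated controls.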
CCT chaperon mod = cytosolic chaperonin activity modulation | actives 0.3% (n = 360,000) | activity change, % (concentration not given with the values), hits read low | purified chaperonin ATPase assay, HTRF ADP detection, 30 min; in the data active = activity change below about -30%; note: % is set by controls: 0 for no effect and ±100 for the full control effect
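We incubate TRiC, 40 or 20 nM final, with library compounds at 76 uM and 10 uM ATP for 30 min at 37 °C. ADP formed is detected with Transcreener HTRF reagents after 30 min at room temperature.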
MmCpn inh = inhibitors of Methanococcus maripaludis chaperonin (MmCpn); purified Mm-Cpn ATPase, ADP Transcreener TR-FRET; Potency, µM (doses to about 76.9 µM), without a hit: top-dose activity, negative = inhibition, usual class: inhibitors; actives 0.031% (n = 330,000); note: potency is the fitted concentration of half-maximal effect; % is set by controls: 0 for no effect and ±100 for the full control effect; nearly all actives have a fitted effect of over 80% in size
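TR-FRET (320 nm excitation; 590 and 665 nm emission) reports ADP made from 10 uM ATP by 25 nM enzyme; compounds were preincubated 10 min, reaction run 30 min, both at 37°C.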
HepG2 viability = counter-screen for TGF-b inhibitors: cytotoxicity in HepG2 cells. HepG2 CAGA-GFP viability, ATP luminescence, 18 h. Potency, µM (doses to about 46.1 µM), without a hit: at the highest dose activity change, negative = cytotoxicity, actives largely listed as cytotoxic. actives 0.76% (n = 410,000). AID 588856; note: potency is the fitted concentration of half-maximal effect; some results filed as inactive show a strong effect at the top dose
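HepG2 CAGA-GFP cells (1000/well, DMEM with 1% FBS) received compound, then TGF-beta at 500 pg/mL final, and were incubated 18 hours at 37 degrees C. Viability was read by CellTiter-Glo luminescence. Media-only wells were set as complete cell-killing and DMSO as no toxicity.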
Nrf2 inh = Nrf2 pathway inhibition; A549 ARE-Fluc reporter, luciferase luminescence, 18-24 h; Potency, µM (titrated, usually from 46 µM), without a hit: top-dose activity change, negative = inhibition, most hits filed as inhibitors; actives 2.1% (n = 360,000); AID 504444; note: potency is the fitted concentration of half-maximal effect; % is set by controls: 0 for no effect and ±100 for the full control effect; nearly all actives have a fitted effect of over 60% in size
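In this cell-based qHTS, ARE-driven firefly luciferase in A549 cells reports Nrf2 activity; the luminescent signal after BugLite lysis is the measured value, with a prior CellTiter-Fluor read for cell health.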
The depositor's hits bear a star; & = joins results of further samples; [ ] = another dose, or the depositor's remark. Unless noted, calls come from the whole dose curve; as a rule, active = well fitted curve in the direction sought with a large enough effect; inconclusive = small, poorly fitted or top-dose-only effect, or another doubt; inactive = no such curve, though single readings can be large; an effect the other way counts as inactive or inconclusive.

How did O=C(NCc1cccs1)C1CCN(S(=O)(=O)c2ccc3c(c2)OCCO3)CC1 do in these assays?
A549 tox: -5.8%[1.84 µM]; Nrf2 activator: 0.1%; ATXN viability: inactive; pAkt inh: inactive; TGFb inhibitor: -40.6%; CCT chaperon mod: -5.4; MmCpn inh: 0.4%; HepG2 viability: 0.9%; Nrf2 inh: 6.6%

How did C=CCn1nnnc1SCC(=O)Nc1ccccc1C(=O)OC do in these assays?
A549 tox: -3.3%; Nrf2 activator: 0.1%; ATXN viability: inactive; pAkt inh: inactive; TGFb inhibitor: -12.1%; CCT chaperon mod: -2.4; MmCpn inh: -0.2%; HepG2 viability: -22.4%; Nrf2 inh: -5.2%

Results for CC(O)(c1ccc(F)c(F)c1)c1nc(-c2cccc(C(F)(F)F)c2)cs1 (centres undefined) ?
Nrf2 activator: 0.3%; ATXN viability: inconclusive; pAkt inh: inactive; TGFb inhibitor: inconclusive; CCT chaperon mod: -3.2; HepG2 viability: -109.9%

How did O=C(c1cc(Br)c(Br)s1)N1CCOCC1 do in these assays?
A549 tox: -2.4%; Nrf2 activator: 0.4%; ATXN viability: inactive; pAkt inh: inactive; TGFb inhibitor: -6.8%; CCT chaperon mod: -1.8; MmCpn inh: 2.7%; HepG2 viability: 0.4%; Nrf2 inh: -5.2%

How did Cc1ccc(NC(=O)C2CCCCC2C(=O)O)cc1Cl (centres undefined) do in these assays?
A549 tox: -1.6%; Nrf2 activator: -0.1%; ATXN viability: inactive; pAkt inh: inactive; TGFb inhibitor: -7.7%; CCT chaperon mod: -1.1; MmCpn inh: -4.2%; HepG2 viability: -32.2%; Nrf2 inh: inconclusive

What do the screens show for `Cc1ccc(S(=O)(=O)N2[C@@H](c3cccc(Cl)c3)C(C(=O)O)=CC[C@H]2c2ccc(C(C)C)cc2)cc1`?
A549 tox: -13.7%; Nrf2 activator: 3.9%; ATXN viability: inactive; pAkt inh: inactive; TGFb inhibitor: inconclusive; CCT chaperon mod: 0.6; MmCpn inh: 2.5%; HepG2 viability: -15.3%; Nrf2 inh: inconclusive

What do the screens show for `Cc1cccc(NC(=O)Cn2nnc3sc4c(c3c2=O)CC(C)(C)OC4)c1`?
A549 tox: -5.8%; Nrf2 activator: -0.1%; ATXN viability: inactive; pAkt inh: inactive; TGFb inhibitor: -6.3%; CCT chaperon mod: -0.7; MmCpn inh: -0.7%; HepG2 viability: 12.8%; Nrf2 inh: -6.9%

How did CCOC(=O)C1(Cc2ccc(O)cc2)NC(c2ccccc2F)C2C(=O)N(C)C(=O)C21 (centres undefined) do in these assays?
A549 tox: -18.7%; Nrf2 activator: -0.9%; ATXN viability: inactive; pAkt inh: inactive; TGFb inhibitor: 0.7%; CCT chaperon mod: 2.2; MmCpn inh: -0.1%; HepG2 viability: -3.5%; Nrf2 inh: -6.2%

How did COc1ccc(OCC(=O)Nc2cc(-c3nc4ccccc4o3)ccc2Cl)cc1 do in these assays?
A549 tox: 2.5%; Nrf2 activator: 4.5%; ATXN viability: inactive; TGFb inhibitor: 6.4%; HepG2 viability: -0.1%; Nrf2 inh: inconclusive

What do the screens show for `CCCCN(C)C(=O)c1cc2c(Cl)nc3ccccc3c2s1`?
A549 tox: 5.6%; Nrf2 activator: 10.1%; ATXN viability: inactive; pAkt inh: inactive; TGFb inhibitor: -11.4%; CCT chaperon mod: 1.3; MmCpn inh: 1.7%; HepG2 viability: -10.7%; Nrf2 inh: 14.5%

How did Cc1ccc(NC(=O)c2cccc(NC(=O)N3CCSc4ncccc43)c2)cc1Cl do in these assays?
A549 tox: -3.3%; Nrf2 activator: 0.8%; TGFb inhibitor: 0.0%; HepG2 viability: -0.9%; Nrf2 inh: 16.9%

How did CC(C)CNC(=O)c1ccccc1N(Cc1ccccc1)S(C)(=O)=O do in these assays?
A549 tox: -2.5%; Nrf2 activator: 0.5%; ATXN viability: inactive; pAkt inh: inactive; TGFb inhibitor: -5.9%; CCT chaperon mod: -10.8; MmCpn inh: 1.7%; HepG2 viability: -20.0%; Nrf2 inh: 1.4%

What do the screens show for `COc1cc(NC(=S)N2CCN(S(=O)(=O)c3ccc(C)cc3)CC2)cc(OC)c1`?
A549 tox: -2.7%; Nrf2 activator: 0.2%; ATXN viability: inactive; pAkt inh: inactive; TGFb inhibitor: 0.0%; CCT chaperon mod: -2.7; MmCpn inh: -2.9%; HepG2 viability: -17.9%; Nrf2 inh: -1.0%

Results for O=C(NCC(c1ccco1)N1CCN(c2ccccc2)CC1)C(=O)NC1CCCC1 (centres undefined) ?
A549 tox: -21.2%; Nrf2 activator: -0.4%; ATXN viability: inactive; pAkt inh: inactive; TGFb inhibitor: 0.7%; CCT chaperon mod: -7.1; MmCpn inh: -5.6%; HepG2 viability: 1.7%; Nrf2 inh: -33.3%

Results for CCc1nn(CCCC(=O)NCc2cc(Br)ccc2OC)c(=O)c2cc3occc3n12 ?
A549 tox: -9.6%&-17.4%; Nrf2 activator: -0.2%&3.0%; ATXN viability: inactive; pAkt inh: inactive; TGFb inhibitor: -0.9%; CCT chaperon mod: 0.7; MmCpn inh: 0.8%; HepG2 viability: -31.4%&-19.7%; Nrf2 inh: inconclusive

What do the screens show for `O=C(NCC(c1ccco1)N1CCCC1)c1ccc(S(=O)(=O)Nc2ccc(F)cc2)cc1` (centres undefined)?
A549 tox: -10.8%; Nrf2 activator: 2.4%; ATXN viability: inactive; pAkt inh: inactive; TGFb inhibitor: -20.3%; CCT chaperon mod: 0.7; MmCpn inh: -1.0%; HepG2 viability: -36.1%; Nrf2 inh: 3.1%

How did CCOC(=O)C1=C(O)C(=O)N(Cc2ccccc2)CC1 do in these assays?
A549 tox: -0.5%; Nrf2 activator: 0.2%; ATXN viability: inactive; pAkt inh: inactive; TGFb inhibitor: -11.6%; CCT chaperon mod: -3.7; MmCpn inh: 3.9%; HepG2 viability: 8.9%; Nrf2 inh: -5.6%

How did Cc1cc(=O)[nH]c(NN)n1 do in these assays?
A549 tox: -0.2%; Nrf2 activator: -0.2%; ATXN viability: inactive; pAkt inh: inactive; TGFb inhibitor: -2.2%; CCT chaperon mod: -0.5; MmCpn inh: -0.9%; HepG2 viability: 0.4%; Nrf2 inh: -5.5%

Results for CC(C)(C)C1CCc2c(sc3nnn(CCOc4ccccc4)c(=O)c23)C1 (centres undefined) ?
A549 tox: 0.2%; Nrf2 activator: 0.4%; ATXN viability: inactive; TGFb inhibitor: -0.1%; HepG2 viability: -2.2%; Nrf2 inh: 26.0%

Results for CS(=O)(=O)N1CCN(Cc2ccc([N+](=O)[O-])cc2)CC1 ?
A549 tox: 0.8%; Nrf2 activator: -0.6%; ATXN viability: inactive; pAkt inh: inactive; TGFb inhibitor: 1.7%; CCT chaperon mod: 0.6; MmCpn inh: 2.3%; HepG2 viability: -0.9%; Nrf2 inh: 1.8%

Pulled by structure from the entries so far (2):
How did CCOC(=O)C1=C(O)C(=O)N(Cc2ccccc2)CC1 do in these assays?
A549 tox: -0.5%; Nrf2 activator: 0.2%; ATXN viability: inactive; pAkt inh: inactive; TGFb inhibitor: -11.6%; CCT chaperon mod: -3.7; MmCpn inh: 3.9%; HepG2 viability: 8.9%; Nrf2 inh: -5.6%

What do the screens show for `COc1cc(NC(=S)N2CCN(S(=O)(=O)c3ccc(C)cc3)CC2)cc(OC)c1`?
A549 tox: -2.7%; Nrf2 activator: 0.2%; ATXN viability: inactive; pAkt inh: inactive; TGFb inhibitor: 0.0%; CCT chaperon mod: -2.7; MmCpn inh: -2.9%; HepG2 viability: -17.9%; Nrf2 inh: -1.0%

Next section.
What do the screens show for `COc1ccc(-c2cc(C(=O)N3CCN(C(=O)c4ccccc4F)CC3)[nH]n2)cc1`?
A549 tox: -9.8%; Nrf2 activator: -0.1%; ATXN viability: inactive; pAkt inh: inactive; TGFb inhibitor: 6.2%; CCT chaperon mod: -0.1; MmCpn inh: -1.8%; HepG2 viability: -18.0%; Nrf2 inh: inconclusive

How did FC(F)(F)c1cc(Oc2ccc(Cl)cc2)ncc1-c1nnc(-c2ccc(Cl)cc2)o1 do in these assays?
A549 tox: -4.9%; Nrf2 activator: 0.7%; ATXN viability: inactive; pAkt inh: inactive; TGFb inhibitor: -2.9%; CCT chaperon mod: -2.2; MmCpn inh: -0.7%; HepG2 viability: 10.3%; Nrf2 inh: 2.9%

Results for O=S(=O)(c1ccccc1Br)N(CC(O)COCc1ccccc1)C1CC1 (centres undefined) ?
A549 tox: -7.0%; Nrf2 activator: 5.0%; ATXN viability: inactive; pAkt inh: inactive; TGFb inhibitor: -15.5%; CCT chaperon mod: 0.0; MmCpn inh: -1.0%; HepG2 viability: -28.1%; Nrf2 inh: -1.6%

How did O=S1(=O)CC(N2CCCCC2)CN1Cc1cn(Cc2ccc(F)cc2)nn1 (centres undefined) do in these assays?
Nrf2 activator: -0.5%; ATXN viability: inactive; pAkt inh: inactive; CCT chaperon mod: -1.1

How did CC(C)NC(=O)C1c2ccccc2Oc2ccccc21 do in these assays?
A549 tox: -6.1%; Nrf2 activator: 0.9%; ATXN viability: inactive; pAkt inh: inactive; TGFb inhibitor: 1.2%; CCT chaperon mod: 3.2; MmCpn inh: 1.1%; HepG2 viability: 8.5%; Nrf2 inh: 8.7%

What do the screens show for `CS(=O)(=O)c1ncc(Cl)c(C(=O)Nc2ccc(N3CCOCC3)cc2)n1`?
A549 tox: -5.8%; Nrf2 activator: -2.6%; pAkt inh: inactive; TGFb inhibitor: inconclusive; CCT chaperon mod: -2.9; MmCpn inh: 1.5%; HepG2 viability: -100.9%; Nrf2 inh: 6.0%
